# MEKK2wt PB1 HTS: raises or lowers MEK5 binding to wildtype human MEKK2 PB1 domain; actives 1.1% (n = 290,000); bead flow cytometry, Alexa488-MEK5 binding to MEKK2 WT; actives lie on both sides; binding response (% of control), % at 10 µM; in the data active = binding response below about 67% or above about 130%
# SUMO HTRF inh: blocks human SUMOylation mediated by UBC9; HTRF SUMOylation assay, SAE1/SAE2 + UBC9, in vitro; inhibition, % at 35 µM; actives 0.36% (n = 290,000); AID 2006; in the data active = inhibition above about 50%, passing the limit was not always enough; note: strong numbers were not always called active
# Target sequence (P63279 whole entry, looked up): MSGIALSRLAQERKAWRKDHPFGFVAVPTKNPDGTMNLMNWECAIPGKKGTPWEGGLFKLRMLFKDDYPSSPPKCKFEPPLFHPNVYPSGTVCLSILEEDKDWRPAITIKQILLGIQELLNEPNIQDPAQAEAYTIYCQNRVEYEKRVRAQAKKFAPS
# MEKK3 PB1 HTS: modulators (inhibitors or enhancers) of MEK5 binding to human MEKK3 PB1 domain. AID 1529. actives 1.4% (n = 290,000). bead-based flow cytometry, Alexa488-MEK5 binding to MEKK3; actives lie on both sides; 0 = blocked by unlabeled MEK5, 100 = vehicle. binding response (% of control), % at 10 µM. Q99759;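 active = binding response more than 3 SD above or below the average of its plate-row segment, actives on both sides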;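 note: Alexa488 bead fluorescence after subtracting the streptavidin-only scavenger bead signal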
# Target sequence (Q99759 whole entry, looked up, the tested form may be a part): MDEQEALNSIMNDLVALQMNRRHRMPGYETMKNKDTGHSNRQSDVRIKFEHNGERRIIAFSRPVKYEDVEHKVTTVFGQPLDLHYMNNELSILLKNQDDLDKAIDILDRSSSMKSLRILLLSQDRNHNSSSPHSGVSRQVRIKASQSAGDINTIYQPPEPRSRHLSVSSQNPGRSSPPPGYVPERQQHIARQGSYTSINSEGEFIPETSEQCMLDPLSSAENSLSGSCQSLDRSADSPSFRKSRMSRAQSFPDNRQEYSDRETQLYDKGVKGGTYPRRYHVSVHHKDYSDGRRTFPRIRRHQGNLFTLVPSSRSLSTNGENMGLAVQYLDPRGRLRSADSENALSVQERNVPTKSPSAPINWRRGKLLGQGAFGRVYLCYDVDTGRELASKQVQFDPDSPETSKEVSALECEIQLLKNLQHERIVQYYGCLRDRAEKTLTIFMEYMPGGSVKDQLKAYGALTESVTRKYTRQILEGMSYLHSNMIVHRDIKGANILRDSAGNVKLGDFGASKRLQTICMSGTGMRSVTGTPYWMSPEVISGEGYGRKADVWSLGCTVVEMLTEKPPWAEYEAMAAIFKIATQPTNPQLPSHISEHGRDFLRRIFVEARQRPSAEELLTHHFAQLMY
# p-CIP stab down: p/CIP protein destabilization; decrease of EGFP signal, % at 10 µM; Q05BA5; actives 0.01% (n = 290,000); F442A p/CIP-EGFP cells, EGFP fluorescence, 16 h; AID 1984;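 active = EGFP signal decrease of at least 30% at 10 µM or well 3 SD below plate mean, unless failing retest; inactive = the rest, including hits failing retest or dose response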; note: some compounds called inactive have numbers as strong as hits; many of its hits are not listed in these tables
# IDE inh: inhibitors of human insulin-degrading enzyme in cells; P14735; HEK cells, FAbetaB cleavage, fluorescence polarization; inhibition, % at 5.59 µM; actives 0.41% (n = 320,000); AID 434962;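 active = percent inhibition above the average of all tested compounds plus 3 SD, set per screening campaign, cut at about 16% in these data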;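 note: IDE supplied by intact live HEK cells; FP after avidin binding of uncleaved biotin substrate so inhibition keeps polarization high; 0% = DMSO wells and 100% = 60 µM reference IDE inhibitor Ii1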
# IDE cell activ: IDE (human) activation, cell-based; HEK cells, FAbeta-B cleavage, fluorescence polarization; 0% vehicle, 100% cell-free pure enzyme wells; activation, % at 5.96 µM; actives 0.073% (n = 340,000); AID 493087;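 active = activation above the mean of all tested compounds plus 3 SD, set per screening campaign, cut at about 17% in these data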
# MEKK2 mut-MEK5: signal of MEK5 binding to mutant human MEKK2 PB1 domain | bead flow cytometry, Alexa488-MEK5 binding to MEKK2 mutant | percent response, % at 10 µM | actives 0.35% (n = 290,000) | AID 1530; in the data active = percent response above about 24%, passing the limit was not always enough; note: inactives centre near 1; some results filed as inactive read as strong as hits; reference of the scale not given here
# NALP1 inh: NALP1 inhibition | S. cerevisiae NALP1/ASC/caspase-1 growth, X-gal OD620, 72 h | inhibition, % at 10 µM | actives 0.61% (n = 280,000) | AID 2071; in the data active = inhibition mostly above about 24%, no sharp cut-off; inactive = mostly below about 32%; note: some compounds called inactive have numbers as strong as hits
# PfM18AAP inh: blocks P. falciparum M18 aspartyl aminopeptidase; actives 1.2% (n = 290,000); inhibition, % at 7.35 µM; recombinant PfM18AAP, H-Glu-NHMec fluorogenic cleavage;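 active = inhibition above the campaign mean inhibition over all tested compounds plus 3 SD, cut at about 28% in these data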;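 note: 0% = plate median of test compound wells and 100% = 2 mM ZnCl2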
# Active calls of the source: *; nt = not tested or not shown. Some of the compounds tested (hit frequency here may not be typical).
SMILES,MEKK2wt PB1 HTS,SUMO HTRF inh,MEKK3 PB1 HTS,p-CIP stab down,IDE inh,IDE cell activ,MEKK2 mut-MEK5,NALP1 inh,PfM18AAP inh
CCC(=O)c1ccc(OCC(O)CN2C(=O)NC(C)(C)C2=O)cc1 (stereo not drawn),107.0,18.4,104.0,-1.9,2.4,4.8,6.0,-15.0,nt
COc1ccccc1OCC(=O)NCCS(=O)(=O)N1CCN(c2ccc(F)cc2)CC1,106.0,-4.2,106.0,-1.0,8.4,5.5,7.0,-7.4,-1.7
COCCn1c(SCC(=O)N2CCc3ccccc3C2)nc2cc(Cl)ccc2c1=O,95.0,-11.6,98.0,-0.5,1.4,3.3,-2.0,13.7,-2.1
O=C(Cc1ccccc1)N/N=C/c1cc(Br)cc(Cl)c1O,97.0,-40.2,102.0,5.7,8.9,4.5,-3.0,19.2,7.2
C=CCn1c(SCC(=O)NCc2ccc3c(c2)OCO3)nc2scc(-c3ccc(F)cc3)c2c1=O,106.0,1.4,106.0,2.0,0.5,4.5,1.0,16.9,-2.2
CCC(C)(C)NC(=O)Cc1ccccc1OC,88.0,-2.8,92.0,-1.3,3.0,2.7,-3.0,41.1*,-10.0
CCCc1cc(=O)[nH]c(SCC(=O)N2CCN(c3ccc(F)cc3)CC2)n1,104.0,8.4,104.0,3.0,-6.9,1.3,3.0,19.3,0.4
Cc1cc(C(=O)N(C)Cc2c(F)cccc2Cl)c2ccccc2n1,97.0,14.2,95.0,-7.0,-1.1,-1.5,1.0,14.2,-4.7
CC(C)C(NC(=S)Nc1ccccc1)C(=O)O (stereo not drawn),98.0,-0.4,98.0,-16.1,0.2,-0.4,-3.0,21.5,-2.0
COc1ccccc1-n1cn[nH]c1=S,103.0,19.0,107.0,-0.4,5.3,0.8,0.0,nt,16.3
CCOc1ccccc1NC(=O)CSc1nnc(CNC(=O)COc2ccc(Cl)cc2)o1,103.0,7.4,101.0,-15.9,2.9,2.4,5.0,-6.9,-6.5
O=C(NC1CCCCC1)C1CCCN(S(=O)(=O)c2ccc(F)cc2)C1 (stereo not drawn),100.0,-11.4,102.0,3.5,6.8,0.8,8.0,7.2,-7.4
CCOC(=O)c1cc(NCc2cccs2)ccc1N1CCOCC1,95.0,12.8,97.0,-18.5,1.4,4.4,-4.0,-2.1,5.8
Nc1nnc(CSCc2ccc(F)cc2)s1,103.0,4.5,105.0,-3.3,-0.3,5.2,6.0,0.9,9.1
Cc1ccc(S(=O)(=O)N2CCN(Cc3ccccc3)CC2)cc1,106.0,3.1,103.0,2.4,-2.7,-2.1,3.0,5.3,0.3
O=C(NCCCN1CCOCC1)c1cc(-c2ccc3c(c2)OCO3)nc2ccccc12,99.0,11.0,98.0,-17.0,1.4,0.7,-1.0,-9.0,2.1
CCc1ccc(NC(=O)C(C)OC(=O)c2cccc(S(=O)(=O)N3CCc4ccccc4C3)c2)cc1 (stereo not drawn),99.0,-9.4,90.0,-2.2,-0.2,5.8,-2.0,-36.2,-6.0
Cc1cc(=O)oc2cc(OCC(=O)OCC(=O)NC3CC3)ccc12,99.0,10.5,103.0,0.7,5.1,0.7,0.0,2.0,-12.2
O=C(NCc1ccc(OC(F)(F)F)cc1)C1CCC(=O)N(C2CC2)C1 (stereo not drawn),104.0,4.4,103.0,-1.1,nt,6.1,6.0,18.2,-0.6
O=C(Nc1ccccc1N1CCN(C(=O)c2ccccc2)CC1)c1cccc(Cl)c1,104.0,3.6,100.0,-6.5,0.5,-3.9,8.0,nt,-5.0

# An excerpt from above in order of the MEKK3 PB1 HTS value, highest first:
SMILES	MEKK3 PB1 HTS
C=CCn1c(SCC(=O)NCc2ccc3c(c2)OCO3)nc2scc(-c3ccc(F)cc3)c2c1=O	106.0
CCOc1ccccc1NC(=O)CSc1nnc(CNC(=O)COc2ccc(Cl)cc2)o1	101.0
COCCn1c(SCC(=O)N2CCc3ccccc3C2)nc2cc(Cl)ccc2c1=O	98.0
CCc1ccc(NC(=O)C(C)OC(=O)c2cccc(S(=O)(=O)N3CCc4ccccc4C3)c2)cc1 (stereo not drawn)	90.0

# Marked active in NALP1 inh, among the entries above:
SMILES,MEKK2wt PB1 HTS,SUMO HTRF inh,MEKK3 PB1 HTS,p-CIP stab down,IDE inh,IDE cell activ,MEKK2 mut-MEK5,NALP1 inh,PfM18AAP inh
CCC(C)(C)NC(=O)Cc1ccccc1OC,88.0,-2.8,92.0,-1.3,3.0,2.7,-3.0,41.1*,-10.0

# Remaining list, next part
SMILES,MEKK2wt PB1 HTS,SUMO HTRF inh,MEKK3 PB1 HTS,p-CIP stab down,IDE inh,IDE cell activ,MEKK2 mut-MEK5,NALP1 inh,PfM18AAP inh
O=C(CCc1cccc(Cl)c1)N1CCCC(Nc2ccccc2)C1 (stereo not drawn),103.0,-11.2,103.0,0.0,-0.3,4.1,3.0,5.8,0.1
CCCCN(CCCC)CCNC(=O)CSCc1ccc(C)cc1,96.0,4.5,97.0,-2.3,-2.4,-1.2,-2.0,16.4,-3.4
CCC(=O)Oc1ccc2ccccc2c1CNC(=O)c1ccccc1,106.0,0.4,111.0,-3.5,4.8,1.9,0.0,27.4,1.6
COc1cc(CCC(=O)OCC(=O)Nc2c(F)cccc2F)cc(OC)c1OC,94.0,-2.1,99.0,-0.7,8.6,3.1,-1.0,2.7,-6.0
COc1ccccc1CNC(=O)CCC(=O)Nc1nnc(C)s1,105.0,-1.4,101.0,-1.0,5.8,-0.8,2.0,6.4,-20.6
NC(=O)COC(=O)CC(c1ccccc1)c1ccccc1,101.0,11.5,100.0,-4.4,0.5,-0.4,1.0,30.0,-0.3
CN(C)c1ccc(/C=C2/NC(=O)NC2=O)cc1,105.0,-19.0,105.0,6.3,-2.7,2.3,1.0,18.5,4.1
COC(=O)c1ccccc1N(Cc1ccccc1)S(C)(=O)=O,102.0,10.8,105.0,0.9,4.9,0.9,5.0,10.8,7.9
CCc1ccccc1N(C(=O)c1snc(C(N)=O)c1N)C(C(=O)NCC1CCCO1)c1ccc(OC)c(OC)c1 (stereo not drawn),100.0,6.4,104.0,4.6,nt,-3.0,-2.0,20.3,-3.6
O=C(NCc1cccs1)c1ccc([N+](=O)[O-])cc1Cl,100.0,4.0,96.0,6.2,-2.3,-1.3,16.0,26.9,1.4
Clc1ccc(Cn2ncc3c(NCc4ccco4)ncnc32)c(Cl)c1,98.0,-8.0,104.0,5.1,-1.6,nt,12.0,17.5,-2.3
O=C1c2ccccc2C(=O)N1CCCc1c[nH]c2ccc(Cl)cc12,116.0,-12.3,100.0,-12.5,-0.1,2.0,11.0,23.6,5.1
CN(C)S(=O)(=O)N1CCC(Oc2ccc(C(=O)NC3CCOC(C)(C)C3)cc2)CC1 (stereo not drawn),103.0,-4.8,102.0,-1.6,-1.6,0.1,2.0,-10.6,-0.7
CCN(CC)CCN(Cc1cc2cc3c(cc2[nH]c1=O)OCCO3)C(=O)NC1CCCCC1,98.0,27.2,94.0,6.4,3.1,-2.2,-1.0,22.3,25.9
CCn1c(=O)c(C(=O)NCc2ccccc2)c(O)c2ccccc21,98.0,4.1,91.0,-8.9,-2.3,7.6,-1.0,7.9,-10.9
CN(C)S(=O)(=O)c1ccc(Cl)c(C(=O)OCC(=O)NC(=O)c2cccn2C)c1,102.0,-0.2,107.0,8.8,-1.0,-0.7,-1.0,30.5,1.6
O=c1cnnc(Nc2ccc(F)cc2)[nH]1,90.0,11.4,99.0,-12.1,-1.2,-4.2,-7.0,6.1,-4.5
Cc1cc(C(=O)N/N=C/c2cc(Br)ccc2OC(=O)c2ccc(Br)cc2)n[nH]1,83.0,67.1*,85.0,-1.9,-1.7,nt,-3.0,27.3,1.5
COC(=O)c1ccc(CNC(=O)Cn2nnnc2CN(C)C(C)C)cc1,103.0,-3.9,99.0,0.5,6.2,4.5,3.0,5.4,-0.9
O=C(COC(=O)/C=C/c1ccccc1Cl)NCc1ccccc1,94.0,-2.9,92.0,-2.7,4.3,-1.3,-2.0,27.8,-1.5
Cc1cccc(C(=O)NCCCNC(=O)c2cccc(C)c2)c1,99.0,0.1,97.0,2.1,nt,3.8,3.0,-8.5,-2.6
Cn1c(SCc2ccc3c(c2)OCO3)nnc1-c1ccccc1,106.0,3.0,105.0,-4.1,1.6,-0.7,12.0,nt,-2.3
Cc1ccccc1S(=O)(=O)Cc1ccc(C(=O)NC2CCC(C)CC2)o1 (stereo not drawn),111.0,-0.4,103.0,1.7,2.4,6.6,7.0,6.7,0.7
CCCCNC(=O)C(=O)N/N=C/c1ccc(C(=O)OC)cc1,99.0,-10.0,108.0,-5.5,-2.0,4.7,-3.0,9.1,-4.2
OCCN1CCN(c2ncnc3scc(-c4ccc(F)cc4)c23)CC1,107.0,6.7,103.0,-3.0,nt,5.3,6.0,8.4,-0.8
Cc1ccc(NC(=O)c2cc(C)n(-c3cccc(C)c3)c2C)cc1,107.0,-10.4,103.0,5.3,-0.4,-5.0,-1.0,7.2,3.1
COCCNC(=O)CN(Cc1ccc(Cl)cc1)S(C)(=O)=O,99.0,12.5,101.0,-8.5,1.8,-0.9,3.0,33.3,-1.6
CCCN1CCN(CC(=O)Nc2nnc(C)s2)CC1,102.0,-1.2,101.0,3.7,4.7,6.4,0.0,nt,-2.5
Cc1ccccc1CN1CCNC(=O)C1CC(=O)NCCC1=CCCCC1 (stereo not drawn),113.0,1.9,102.0,-12.4,1.8,2.7,9.0,9.0,8.7
CS(=O)(=O)N1CCC(C(=O)NCCc2ccccc2)CC1,102.0,17.0,100.0,2.6,5.6,0.6,1.0,-2.2,-0.1
COc1ccc(N/C=C/C(=O)c2ccc(Cl)cc2)cc1,100.0,17.4,94.0,-7.4,-3.1,0.1,-3.0,34.2,-0.2
CC(=O)N1CCN(C(=O)CCc2nc3sc4c(c3c(=O)[nH]2)CCCC4)CC1,104.0,14.9,100.0,-12.1,-5.7,-2.1,4.0,-5.9,6.6
Cc1ccc(C(=O)N2CC(=O)Nc3ccc(F)cc3C2c2ccccc2)cc1 (stereo not drawn),104.0,9.3,103.0,-4.9,-1.7,4.2,3.0,4.4,-0.6
CCOc1ccc(C2C(C(=O)c3ccco3)=C(O)C(=O)N2Cc2cccnc2)cc1OC (stereo not drawn),104.0,20.8,105.0,-5.9,4.7,0.3,4.0,3.2,5.1
CCOC(=O)c1ccc(NC(=O)Nc2ccc(OC)c(OC)c2)cc1,114.0,-14.5,114.0,-1.7,-0.2,-3.8,6.0,9.1,2.8
O=C(CSc1nnc(CNC(=O)c2ccc(F)cc2)o1)NCc1ccccc1,105.0,22.6,104.0,-11.0,-0.9,1.0,5.0,17.6,5.8
Cc1ccccc1C(=O)NC1CCCN(Cc2ccccc2F)C1 (stereo not drawn),104.0,-1.2,104.0,-0.2,-2.0,-1.7,8.0,9.1,-8.7
Cn1c(CCc2ccccc2)n[nH]c1=S,95.0,-1.1,95.0,1.2,3.6,2.4,-7.0,-7.7,20.1
COc1ccc(CCC(=O)NC2CCCc3ccccc32)cc1OC (stereo not drawn),100.0,-9.5,99.0,-9.8,-4.2,3.2,-5.0,1.8,-0.6
C=CCN(C(=O)Cn1nnc2ccccc21)C(C(=O)NCCOC)c1ccc(OC)cc1OC (stereo not drawn),105.0,7.3,105.0,-7.0,9.0,4.8,5.0,-7.1,-1.8
CCc1ccc(OCC(=O)N(C)C2CCS(=O)(=O)C2)cc1 (stereo not drawn),105.0,8.3,104.0,-8.0,3.2,1.1,3.0,30.3,-1.0
O=C(NCCc1csc(-c2cccnc2)n1)c1ccccc1,115.0,1.1,108.0,-4.9,1.2,-1.5,13.0,28.8,-1.6

# Screening data deposited in PubChem by several laboratories.
